SENP8 block-1: blocks the human protease SENP8; Q96LD8; purified SENP8, Z-RLRGG-aminoluciferin cleavage, luminescence; inhibition, % at 10 µM; 1.2% of 330,000 active; AID 2540; in the data active means inhibition above about 50%
Target sequence (Q96LD8 whole entry, looked up): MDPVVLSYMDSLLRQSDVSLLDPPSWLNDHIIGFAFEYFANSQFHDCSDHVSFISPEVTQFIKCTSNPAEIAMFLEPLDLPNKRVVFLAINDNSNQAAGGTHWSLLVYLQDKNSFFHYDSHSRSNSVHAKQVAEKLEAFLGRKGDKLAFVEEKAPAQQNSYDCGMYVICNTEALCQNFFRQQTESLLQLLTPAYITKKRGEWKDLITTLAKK
SENP1 FRET inh: SENP1 (human) catalytic domain inhibition; recombinant SENP1 catalytic domain, CyPet-SUMO1-YPet FRET cleavage; inhibition, % at 10 µM; 0.21% of 360,000 active;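 active means inhibition at least 30% at 10 µM, raw YFP signal under a set limit, fluorescence ratio 0.5 to 1.5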;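 further: 0% = enzyme with DMSO and 100% = no enzyme wells; some results filed as inactive read as strong as hits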
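Controls: no-enzyme wells low, DMSO-plus-enzyme wells high control. Test system: human recombinant His6-tagged SENP1 catalytic domain enzyme. Reagent: SFCypet-SUMO1-SFYpet FRET protein substrate, 25 nM final. Doses: one dose per compound, 10 µM, 0.5% DMSO. Detection: FRET, CFP and YFP emission. Timing: 50 min reaction at room temperature.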
UBC13 polyUb: human UBC13 polyubiquitination inhibition. UBC13 polyubiquitin chain formation, TR-FRET. AID 485273. P61088. 0.47% of 330,000 active. inhibition, % at 20 µM; in the data active means inhibition above about 45%, passing the limit was not always enough; inconclusive means no clear call, values can overlap the other calls
PfG6PD inh: PfG6PD (Plasmodium falciparum) enzyme inhibition; inhibition, % at 20 µM; PfGluPho enzyme, NADPH resazurin-diaphorase fluorescence; 0.78% of 350,000 active;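 active means inhibition reaching at least a set limit at 20 µM in the primary screen, cut at about 59% in these data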;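 further: 0% = DMSO wells with substrate and 100% = DMSO wells lacking glucose-6-phosphate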
SENP7 block: SENP7 protease inhibition; Q9BQF6; recombinant SENP7, Z-RLRGG-aminoluciferin luminescence, 40 min; inhibition, % at 5 µM; 1.5% of 330,000 active;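 active means inhibition above about 50% at the single test dose, limit read from the data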;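 further: plate controls were DMSO with enzyme for no effect and no enzyme buffer wells for full effect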
SENP8 block-2: blocks human SENP8 cleavage of Nedd8 substrate | Q96LD8 | recombinant SENP8, Nedd8 substrate fluorescence | inhibition, % at 20 µM | AID 602440 | 0.64% of 360,000 active; in the data active means inhibition mostly above about 40%, no sharp cut-off; inactive means mostly below about 27%
SENP6 inh: inhibitors of human SENP6 protease | Q9GZR1 | Recombinant SENP6 catalytic domain, aminoluciferin luminescence | inhibition, % at 10 µM | 1.8% of 330,000 active;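 active means inhibition above about 50% at the single tested dose, limit read from the data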;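 further: plate controls were DMSO wells with enzyme for no effect and DMSO wells lacking enzyme for full effect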
HKDC1 inh: HKDC1 (human) hexokinase inhibition; recombinant HKDC1, G6PDH/diaphorase resazurin coupled fluorescence; inhibition, % at 20 µM; 0.16% of 340,000 active; Q2TB90;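 active means inhibition above about 35% when tested at 20 µM, limit read from the data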;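 further: plate controls were DMSO wells with enzyme for no effect and DMSO wells lacking enzyme for full effect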
Target sequence (Q2TB90 whole entry, looked up): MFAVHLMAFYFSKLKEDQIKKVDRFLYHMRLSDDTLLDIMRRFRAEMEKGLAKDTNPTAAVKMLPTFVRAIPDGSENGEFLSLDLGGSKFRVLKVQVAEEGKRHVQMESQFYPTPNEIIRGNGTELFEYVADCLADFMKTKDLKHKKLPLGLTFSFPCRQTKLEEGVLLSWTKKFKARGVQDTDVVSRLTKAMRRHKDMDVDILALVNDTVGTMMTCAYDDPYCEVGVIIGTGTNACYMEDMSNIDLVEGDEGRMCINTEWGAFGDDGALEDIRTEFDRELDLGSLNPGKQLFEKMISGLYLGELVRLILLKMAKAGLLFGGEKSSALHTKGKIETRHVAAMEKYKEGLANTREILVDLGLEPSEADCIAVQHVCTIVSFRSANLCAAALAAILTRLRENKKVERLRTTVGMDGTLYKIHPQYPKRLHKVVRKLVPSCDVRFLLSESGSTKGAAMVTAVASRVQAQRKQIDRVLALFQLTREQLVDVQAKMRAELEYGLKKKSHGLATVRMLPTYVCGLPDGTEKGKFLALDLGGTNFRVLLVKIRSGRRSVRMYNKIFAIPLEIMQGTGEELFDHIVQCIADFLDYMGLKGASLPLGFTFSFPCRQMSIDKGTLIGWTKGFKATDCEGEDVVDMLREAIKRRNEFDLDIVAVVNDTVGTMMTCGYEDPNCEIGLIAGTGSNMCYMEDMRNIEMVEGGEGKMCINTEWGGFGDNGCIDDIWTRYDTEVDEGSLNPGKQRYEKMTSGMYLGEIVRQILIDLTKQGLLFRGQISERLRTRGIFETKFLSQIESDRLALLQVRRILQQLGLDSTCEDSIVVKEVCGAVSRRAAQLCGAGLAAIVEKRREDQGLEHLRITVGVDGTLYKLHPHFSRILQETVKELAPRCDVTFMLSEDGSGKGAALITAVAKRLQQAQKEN
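Incubation: 90 min at room temperature in dark / Material: recombinant HKDC1 (HK5) hexokinase enzyme, produced in-house / Quantity: enzyme 5 µg/mL final / Compound: one dose of 20 µM, 1% DMSO / Reagent: glucose and ATP substrates / Buffer or medium: Tris pH 8.0 buffer with MgCl2, Tween-20, BSA, BME / Technique: resorufin fluorescence at 613 nm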
MIN6 prolif: MIN6 beta-cell proliferation induction | MIN6 cells proliferation, ATPlite luminescence, 48 h; cells starved in 0.2% serum; 100% = growth in 10% serum | proliferation, % at 10 µM | 0.29% of 330,000 active | AID 2380;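 active means compounds whose signal lies at least 3.5 SD above the mean of all wells on their plate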;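 further: 0% = DMSO-treated cells in low-serum medium and 100% = 10% serum control; some compounds called inactive have numbers as strong as hits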
* hit, by the source's call; u = inconclusive; x = not tested or not shown.

SMILES	SENP8 block-1	SENP1 FRET inh	UBC13 polyUb	PfG6PD inh	SENP7 block	SENP8 block-2	SENP6 inh	HKDC1 inh	MIN6 prolif
COc1ccc(NC(=O)CN(C)C(=O)Cc2ccsc2)cc1	4	1	-9	5	8	1	-12	-5	-2
O=C(/C=C/c1ccco1)Nc1ccc2c(c1)OCCO2	38	0	-12	34	41	24	-14	-5	-6
CC(=O)N(C)c1ccc(NC(=O)c2ccco2)cc1	4	2	5	4	3	21	-9	0	0
CC(C)(C)c1ccc(OCC(O)CN2CCc3ccccc3C2)cc1 (stereo not given)	3	0	10	13	-4	33	-20	3	-3
CS(=O)(=O)NCCC1=CCCCC1	10	-2	-4	3	2	12	4	2	-3
COc1ccc(S(=O)(=O)NCC2CCC(C(=O)NCC(OC)OC)CC2)cc1 (stereo not given)	-2	0	4	8	-9	14	-6	2	-1
O=S(=O)(NCCc1ccccc1)c1ccc(F)cc1Br	x	-3	x	26	4	24	x	4	x
Cc1cc(C)cc(C(=O)NCC(=O)NCc2ccc(S(N)(=O)=O)cc2)c1	x	-3	x	3	x	14	x	-7	x
COc1ccc(CNS(=O)(=O)c2ccc(-c3ccc(=O)[nH]n3)o2)cc1	2	2	-10	-4	14	-4	1	-3	-4
CC1C(=O)CCN(C(C)(C)C)C1C (stereo not given)	1	0	7	-13	12	15	-6	-6	-2
CN(C)S(=O)(=O)c1cccc(C(=O)Nc2ccccc2C(=O)NC2CC2)c1	2	-2	8	-1	10	-7	0	-6	-1
CC(=O)Nc1ccc(S(=O)(=O)NCC(=O)OCC(=O)N2CCN(c3ccccc3)CC2)cc1	-3	3	4	-18	4	8	8	-2	0
CCOc1ccccc1OCCCC(=O)NC1=NCCS1	-4	0	-5	-17	-7	12	-15	-5	-2
CC(=O)Nc1nc(-c2cccc3ccccc23)cs1	-5	3	7	22	1	-20	-21	-1	-1
COc1ccccc1C1CCN(C(=O)c2cccc([N+](=O)[O-])c2)CC1	4	1	3	-2	3	2	0	-2	-2
CCCC(c1nnnn1CCOC)N1CCN(Cc2ccccc2)CC1 (stereo not given)	1	2	10	-11	1	7	-11	-3	-2
O=C(NCc1ccccc1)c1cc(-c2cccc(O)c2)on1	-18	0	2	-3	11	9	-12	-3	-2
CCOc1ccc(C2C=C(c3ccccc3)Nc3nnnn32)cc1 (stereo not given)	3	28	-3	-3	7	-144	-3	-3	-4
Cc1cc(-n2c(C)cc(C(=S)N3CCOCC3)c2C)ccc1Br	-4	0	0	5	-2	20	-8	-5	-4
Cc1cc(C)n(-c2nc3ccccc3nc2N2CCN(S(=O)(=O)c3cccc(C#N)c3)CC2)n1	-3	-115	-2	1	-3	-292	-8	-6	7
O=C(NCC1COc2ccccc2O1)C1C2C=CC3(CN(Cc4ccccc4Cl)C(=O)C13)O2 (stereo not given)	-2	3	-12	4	-9	4	8	-1	-1
CCCCn1c(N)c(N(CCOC)C(=O)COC(=O)C(C)(C)Oc2ccc(Cl)cc2)c(=O)[nH]c1=O	15	-2	5	11	-6	7	-10	-5	3
O=C(NC(C(=O)N/N=C/c1ccncc1)c1n[nH]c(=O)c2ccccc12)c1ccccc1 (stereo not given)	-7	2	-10	6	-6	22	6	-2	-2
CSCCC(C(=O)OC1CCOC1=O)N1C(=O)c2ccccc2C1=O (stereo not given)	-10	1	-16	0	-4	4	-17	-9	-1
C/C(=N\NC(=O)c1cccc(S(=O)(=O)N2CCCC2)c1)c1ccc(F)cc1	2	1	5	3	-3	6	-13	0	-2
C/C(CCN1CCCCc2nc(C)c(C)cc21)=N\O[C@H](C)c1cn([C@H](CO)Cc2ccccc2)nn1	2	x	8	x	-2	x	-2	x	2
O=C/C=C/c1coc2ccc3ccccc3c2c1=O	3	x	3	4	0	x	0	16	-3
COc1ccc(N=C2S/C(=C\c3cc(C)n(C)c3C)C(=O)N2CC(C)C)cc1	3	-9	4	22	4	29	7	0	-4
Cc1ccc(-c2nc3c(c(=O)c4ccccc4n3C)c(=O)n2-c2ccc(F)cc2)cc1	-13	-1	14	-4	-17	-12	-7	4	-1
O=NN(CCc1ccncc1)c1ccc(OCc2ccccc2)cc1	-10	-1	-7	11	8	16	-17	-3	-6
CC(=O)NC(c1cccs1)c1cc([N+](=O)[O-])c2cccnc2c1O (stereo not given)	x	-5	x	22	x	45*	x	10	x
Cc1c(C#N)c(NC(=O)c2cccc(Cl)c2)n(Cc2ccccc2)c1C	-8	0	6	10	2	17	4	-9	-1
O=C1c2ccccc2-c2c1nc1c([n+]2[O-])CCCC1	-2	1	-34	2	9	42*	-1	8	0
C=C1N(C)c2cc([N+](=O)[O-])c(N)cc2C1(C)C	2	3	-77	33	-1	37	-10	7	0
Cc1sc2ncnc(NCC(C)(C)N3CCOCC3)c2c1C	-6	-1	-19	-4	-13	20	-1	2	-4
CN(CC(=O)Nc1ccccc1C(=O)Nc1ccccc1)C1CCCCC1	4	-1	6	11	0	26	-15	1	-3
CC(C)CCn1c(N2CCOCC2)nc2c1c(=O)n(CC(N)=O)c(=O)n2C	-1	3	0	-3	7	6	7	-8	-2
Cc1cc(C)nc(Sc2nc(Cl)nc(N(c3ccccc3)c3ccccc3)n2)n1	4	0	-2	55	-4	19	-1	-1	-5
C=CCOC(=O)C1=C[C@@H](c2csc3ccccc23)[C@H](CCCO)[C@@H](OCC)O1	-11	2	9	1	-4	4	-7	0	1
O=[N+]([O-])c1ccc(S(=O)(=O)Nc2ccncc2)cc1	0	2	-3	7	-1	17	11	-1	-2

A draw from above in order of count of non-hydrogen atoms, low to high.
SMILES	SENP8 block-1	SENP1 FRET inh	UBC13 polyUb	PfG6PD inh	SENP7 block	SENP8 block-2	SENP6 inh	HKDC1 inh	MIN6 prolif
O=C1c2ccccc2-c2c1nc1c([n+]2[O-])CCCC1	-2	1	-34	2	9	42*	-1	8	0
CSCCC(C(=O)OC1CCOC1=O)N1C(=O)c2ccccc2C1=O (stereo not given)	-10	1	-16	0	-4	4	-17	-9	-1
CCCCn1c(N)c(N(CCOC)C(=O)COC(=O)C(C)(C)Oc2ccc(Cl)cc2)c(=O)[nH]c1=O	15	-2	5	11	-6	7	-10	-5	3

An excerpt from above in order of their number in UBC13 polyUb, highest first:
SMILES	UBC13 polyUb
CC(C)CCn1c(N2CCOCC2)nc2c1c(=O)n(CC(N)=O)c(=O)n2C	0
O=NN(CCc1ccncc1)c1ccc(OCc2ccccc2)cc1	-7
CSCCC(C(=O)OC1CCOC1=O)N1C(=O)c2ccccc2C1=O (stereo not given)	-16

Going on with the list.
SMILES	SENP8 block-1	SENP1 FRET inh	UBC13 polyUb	PfG6PD inh	SENP7 block	SENP8 block-2	SENP6 inh	HKDC1 inh	MIN6 prolif
COC(=O)C1(C)NC(c2ccc(O)cc2)C2C(=O)N(c3ccccc3)C(=O)C21 (stereo not given)	1	0	4	-24	10	1	5	-5	-1
COc1ccc(-n2nc3c(c2NC(=O)c2ccccc2S(=O)(=O)C(F)F)CS(=O)(=O)C3)cc1	6	1	1	10	0	1	-9	-4	-2
CC1(C)C[C@@H]1C(=O)N/C(=C\CCCCSC[C@H](N)C(=O)O)C(=O)O	-1	0	-10	16	-6	3	-14	-7	-4
O=C(COc1ccccc1)Nc1nc(-c2ccncc2)cs1	-10	-7	4	22	-8	3	-10	-3	0
Cc1nc2ccc(Br)cn2c1C(=O)N/N=C\c1ccccc1[N+](=O)[O-]	3	1	u	-2	3	-1	16	1	-2
Cc1cc(C)n(-c2ccc(C(=O)Nc3ccccn3)cc2)n1	-8	3	-17	-3	10	16	11	-8	-4
O=C1c2cnc3nc(SCc4ccccc4)nn3c2CC2c3ccccc3CCN12 (stereo not given)	1	-68	5	-8	3	-307	-14	-1	-1
Cn1c(Cn2cnc(Cl)c2Cl)nc2ccccc21	2	0	6	2	1	12	-5	-1	-1
Cc1cc(C)nc(NC(N)=NC2CCCCC2)n1	1	-2	10	-15	-1	27	-6	-9	0
Cc1nn(C)c(C)c1S(=O)(=O)N1CCC(C(=O)NC2CCCCC2)CC1	-3	1	3	6	5	5	1	-7	2
CCOC(=O)C1CCCN(C(=O)CN2C(=O)c3ccccc3C2=O)C1 (stereo not given)	-1	3	0	-15	8	12	16	-3	0
Cn1c(-c2cnn(-c3ccccc3)c2N)n[nH]c1=S	1	1	4	0	4	-4	-12	-10	-1
CCc1c(C)nc2c(Br)cccc2c1SCCC#N	-5	1	19	59*	4	11	-2	-1	3
O=C(COC(=O)/C=C/c1ccc(F)cc1)NC1CCS(=O)(=O)C1 (stereo not given)	-6	1	-5	-2	-4	-8	-3	-7	0
COc1ccc(CCN(C)C(=S)Nc2cccc(C)c2)cc1OC	-5	0	2	-8	2	15	-13	-1	1
CCOC(=O)N1CCC(NC(=O)c2cccn3c(=O)c4cc(Br)ccc4nc23)CC1	-2	-21	3	-4	-5	-295	-3	15	-3
O=C(Nc1sccc1C(=O)NCc1ccco1)c1cccnc1	-10	2	-1	12	-13	-12	2	0	-4
O=C(Cn1nnc(-c2ccccc2)n1)N=Nc1c(O)[nH]c2ccccc12	2	-1	1	-2	-3	15	-11	8	-2
O=C1OC(N2CCN(Cc3ccccc3)CC2)c2ccccc21 (stereo not given)	-1	-4	-3	-4	7	7	-1	1	-3
O=C(NCc1nnnn1-c1ccc(F)c(F)c1)c1ccc2ccccc2c1	-4	0	-7	-4	-12	5	-5	1	-2
O=C(CCNC(=O)c1ccccc1Cl)Nc1nc2ccccc2s1	-5	-2	80*	15	2	10	-5	-4	1
CNC(=O)CN(C1CCCCC1)S(=O)(=O)c1ccc(F)cc1	3	-2	1	4	3	8	5	-3	1
Fc1cc(F)cc(NC(=S)N2CCN(c3ncccn3)CC2)c1	6	-2	-3	10	11	10	-1	0	-3
Cc1ccc(SCC(=O)NNC(=O)c2ccccc2)c(C)c1	6	4	4	-1	-5	12	33	-8	-3
CCOc1cc(CNn2nnnc2N)ccc1OCC(=O)NC(C)(C)C	-14	3	-4	-13	-7	7	-14	-5	-2
COc1c(Cl)cc(Cl)cc1C(=O)n1nc(C)cc1C	-7	1	7	0	-8	15	-2	0	1
O=C(CSc1n[nH]c(=O)[nH]c1=O)Nc1ccc(SC(F)F)cc1	-2	1	-2	-12	6	-1	2	0	-1
O=C(NCc1ccccc1Cl)c1ccccc1CCc1ccccc1	-8	-1	-8	2	-6	-2	-13	-7	-4
CCc1c(C)sc(NC(=O)c2ccco2)c1C#N	-7	1	-1	-6	0	-50	1	-1	2
O=Cc1ccccc1OCCOc1ccc([N+](=O)[O-])cc1	3	2	-12	4	8	-4	-8	-5	-1
COc1cc(-c2nnc(SCC(=O)NC3CCS(=O)(=O)C3)o2)cc(OC)c1OC (stereo not given)	-4	2	-15	13	5	3	0	-4	-2
Cc1ccc2c(COC(=O)c3ccccc3F)cc(=O)oc2c1	-7	-11	1	-5	-7	-48	0	-6	-2
Cc1cc(C)cc(N(CC(=O)NCc2ccc(F)cc2)C(=O)CCC(=O)Nc2ccccn2)c1	1	1	-4	-8	-3	8	-9	-5	1
CCc1nnc(NC(=O)CSc2nccn2-c2cccc(C)c2)s1	2	-1	1	-5	-8	20	-4	-2	6

Looked up above:
O=Cc1ccccc1OCCOc1ccc([N+](=O)[O-])cc1 in SENP7 block is entered as 8
Cc1ccc2c(COC(=O)c3ccccc3F)cc(=O)oc2c1 in SENP8 block-1 is entered as -7

Source: PubChem BioAssay (Sanford-Burnham Center for Chemical Genomics)
